# HGIII-sPLA2 inh = Inhibits HGIII-sPLA2 liposome hydrolysis, primary screen | QFRET BODIPY PC-A2 liposome hydrolysis, fluorescence | hit rate 0.56% among 370,000 | AID 743126 | inhibition, % at 12.2 µM;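 active means inhibition above mean plus 3 SD of compounds lying within the high and low control bounds, cut at about 19% in these data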;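 further: 0% = median of test compound wells and 100% = no enzyme DMSO wells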
# Target sequence (Q9NZ20 whole entry, looked up): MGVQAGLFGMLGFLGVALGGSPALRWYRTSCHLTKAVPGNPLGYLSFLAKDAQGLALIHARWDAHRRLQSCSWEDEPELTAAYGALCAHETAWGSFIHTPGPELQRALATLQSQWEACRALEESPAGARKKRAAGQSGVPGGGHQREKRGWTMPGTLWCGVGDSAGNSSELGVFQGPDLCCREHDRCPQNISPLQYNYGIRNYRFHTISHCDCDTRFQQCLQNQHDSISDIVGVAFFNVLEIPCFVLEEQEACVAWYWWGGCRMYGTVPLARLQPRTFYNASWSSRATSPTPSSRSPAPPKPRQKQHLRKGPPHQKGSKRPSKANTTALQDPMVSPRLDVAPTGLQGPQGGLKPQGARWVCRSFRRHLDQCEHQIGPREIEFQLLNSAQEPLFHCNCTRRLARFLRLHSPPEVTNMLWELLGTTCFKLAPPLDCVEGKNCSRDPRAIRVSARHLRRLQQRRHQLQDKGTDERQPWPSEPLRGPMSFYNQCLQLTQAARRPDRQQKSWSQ
# KLK7 zymogen act = activators of human kallikrein-7 zymogen. purified proKLK7, EDANS-DABCYL substrate fluorescence; 100% is mature enzyme control, 0% vehicle. AID 652039. hit rate 0.9% among 370,000. activation, % at 7 µM;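 active means activation above the mean of all tested compounds plus 3 SD, computed per campaign excluding outliers beyond control limits, cut at about 13% in these data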
# Target sequence (P49862 whole entry, looked up): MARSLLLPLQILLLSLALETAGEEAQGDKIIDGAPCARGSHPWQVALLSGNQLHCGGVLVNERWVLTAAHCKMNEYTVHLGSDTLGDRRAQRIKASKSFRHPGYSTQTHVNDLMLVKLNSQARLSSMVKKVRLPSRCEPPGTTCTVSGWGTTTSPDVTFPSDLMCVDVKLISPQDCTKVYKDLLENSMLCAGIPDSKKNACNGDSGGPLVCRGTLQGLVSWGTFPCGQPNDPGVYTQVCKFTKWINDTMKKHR
# hgDAF12 agonist = activates the H. glycines DAF-12 receptor ligand-binding domain; activation, % at 6.8 µM; hit rate 1.8% among 370,000; HEK293 GAL4-hgDAF12 UAS-luciferase reporter, agonist luminescence; normalized to butyrate control;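 active means activation above a cutoff set at the mean of all screened compounds plus 3 SD, cut at about 10% in these data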;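 further: 0% = DMSO wells and 100% = sodium butyrate wells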
# ssDAF-12 act = activators of S. stercoralis DAF-12 nuclear receptor; AID 652126; activation, % at 6.8 µM; HEK293 ssDAF-12/GRIP1 lit1-tk-luc reporter, luminescence; % of 3 µM dafachronic acid response; hit rate 1% among 370,000;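 active means activation above the mean over all tested compounds plus 3 SD, cut at about 0.9% in these data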;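 further: 0% = DMSO-only wells and 100% = 3 µM delta7-dafachronic acid wells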
# GAA850 FXN act = activators of GAA850 frataxin (FXN) promoter; HEK293 lucGAA850 FXN promoter luciferase reporter, 24 h; percent of 10 µM SAHA response; activation, % at 6 µM; hit rate 0.56% among 360,000;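 active means activation above the average of all compounds screened plus 3 SD, cutoff fixed separately per campaign, cut at about 7.5% in these data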;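 further: 0% = DMSO wells and 100% = 10 µM SAHA wells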
# GC-A act = GC-A (human) enzyme activation; P16066; HEK293 GC-A cells, cGMP TR-FRET, EC30 ANP; 0% at EC30 ANP, 100% saturating ANP; activation, % at 10 µM; hit rate 0.14% among 370,000; in the data active means activation above about 40%
# DAX1 inh-1 = NR0B1 (DAX1) inhibition | hit rate 0.99% among 340,000 | HEK293 Gal4-DAX1 luciferase reporter, luminescence | AID 504766 | P51843 | inhibition, % at 6.75 µM;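 active means inhibition above the mean over all tested compounds plus 3 SD, cut at about 4.2% in these data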;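 further: 0% = DAX1-transfected cells with DMSO and 100% = empty-vector control cells with DMSO; inhibition shows as a rise in luminescence from relieved DAX1 repression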
# Target sequence (P51843 207-470 limits assumed): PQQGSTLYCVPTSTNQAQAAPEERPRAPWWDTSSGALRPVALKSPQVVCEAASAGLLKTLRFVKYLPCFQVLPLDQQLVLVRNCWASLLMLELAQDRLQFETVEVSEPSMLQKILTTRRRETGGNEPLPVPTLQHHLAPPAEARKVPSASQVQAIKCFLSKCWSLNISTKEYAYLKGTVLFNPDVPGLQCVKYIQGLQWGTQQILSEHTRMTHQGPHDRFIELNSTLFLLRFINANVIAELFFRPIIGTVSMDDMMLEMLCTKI
# hcDAF-12 act = H. contortus DAF-12 activation, primary screen; hit rate 1.4% among 370,000; HEK293 hcDAF-12 lit1-tk-luc reporter, luminescence; 0% DMSO, 100% Δ7-dafachronic acid; activation, % at 6.8 µM;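 active means activation above the mean of all tested compounds plus 3 SD, cut at about 5.5% in these data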;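 further: 100% = response to 3 µM Δ7-dafachronic acid high control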
# DAX1 inh-2 = DAX1 (NR0B1) inhibition, primary screen. AID 652010. HEK293T StAR-luciferase reporter, SF-1/DAX-1 repression relief. hit rate 1.1% among 370,000. inhibition, % at 6.8 µM;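 active means inhibition above the mean over all tested compounds plus 3 SD, cut at about 3.6% in these data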;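 further: 0% = DAX-1 cells with DMSO and 100% = cells lacking DAX-1 with DMSO; higher inhibition means more luminescence from relief of DAX-1 repression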
# SMARCA2 activ = SMARCA2 function activation, primary screen; MG213 cells, MMTV-luciferase reporter, dexamethasone, overnight; activation, % at 9.1 µM; hit rate 1% among 370,000; in the data active means activation above about 7.8%;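 further: 0% = vehicle wells and 100% = reference activator wells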
# NPR2 activator = GC-B (human) receptor activation; hit rate 0.11% among 370,000; HEK293-GC-B cells, CNP EC30, cGMP TR-FRET; 0% at EC30 CNP, 100% saturating CNP; activation, % at 10 µM;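 active means activation at 10 µM reaching about 35% in either raw or pattern-adjusted values, limit read from the data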
# Starred values were filed as active, the others as inactive; / = not tested or not shown.
SMILES	DAX1 inh-1	hgDAF12 agonist	GAA850 FXN act	hcDAF-12 act	GC-A act	NPR2 activator	HGIII-sPLA2 inh	SMARCA2 activ	DAX1 inh-2	ssDAF-12 act	KLK7 zymogen act
Cc1ccc(S(=O)(=O)NCC(C)n2nc(C)nc2C)cc1 (stereo not given)	-0.2	-1.7	-0.9	-0.3	-2	2	7	-4	0.1	-0.9	0.3
Cc1ccccc1NC(=O)CSc1nnc(CNC(=O)c2ccco2)n1C	0.1	1.4	1.1	1.9	0	-3	-8	-2	-0.9	-0.8	0.2
Cc1csc(NC(=O)CSC2=NCCS2)n1	0.8	2.9	0.4	1.3	6	1	-4	4	0.6	-0.2	0.4
Cc1ccc(CN2C(=O)c3ccccc3C2c2nnnn2-c2ccc3c(c2)OCCO3)cc1 (stereo not given)	/	2.3	/	-1.6	-2	-3	-4	3	-1.5	-0.8	-0.5
O=C(NN=C1CCCC1)c1sc2ccccc2c1Cl	0.3	6.7	2.6	-1.9	-2	-4	-1	6	0.4	-0.9	-0.5
CC(C)(CSc1ccccn1)NS(=O)(=O)c1ccc(Cl)cc1	0.1	-1.7	0.6	0.6	-4	-3	-11	0	-0.9	-1.2	0.4
CC(C)C(=O)Nc1ccc(-c2nc3ccccc3c(=O)o2)cc1	-1.6	-2.0	0.8	0.7	3	-2	0	-3	0.4	-2.0	-0.4
COc1ccc(C(CC(=O)Nc2ccc(F)cc2)c2ccccc2)cc1 (stereo not given)	0.2	4.0	1.5	-1.5	-3	-4	-15	1	-0.1	-0.9	0.3
Cc1ccc(NCc2nnc(SCC(=O)N(Cc3ccccc3)C(C)(C)C)o2)c(C)c1	-0.1	-0.9	-2.1	-0.6	-12	-5	-13	3	-0.8	-1.5	0.2
Cc1cc(C)cc(NC(=O)C(=O)NCc2ccccn2)c1	-0.9	-2.4	1.8	-0.2	4	2	-1	-1	-0.2	-0.7	0.0

# Single values from the results shown:
# Cc1cc(C)cc(NC(=O)C(=O)NCc2ccccn2)c1 in NPR2 activator → 2
# COc1ccc(C(CC(=O)Nc2ccc(F)cc2)c2ccccc2)cc1 (stereo not given) in SMARCA2 activ → 1

# More compounds:
SMILES	DAX1 inh-1	hgDAF12 agonist	GAA850 FXN act	hcDAF-12 act	GC-A act	NPR2 activator	HGIII-sPLA2 inh	SMARCA2 activ	DAX1 inh-2	ssDAF-12 act	KLK7 zymogen act
COc1cccc2cc(C(=O)NCc3ccccn3)c(=O)oc12	1.1	6.5	0.0	-0.2	0	7	19	2	0.0	-0.8	-6.0
CCCn1c(CC)nc([N+](=O)[O-])c1Sc1ccc(F)cc1	-0.8	0.6	-3.5	-0.9	6	2	-2	6	-1.6	-1.8	0.7
COc1ccccc1Cc1c(-c2cccc(Cl)c2)nc2c3ccccc3ccn12	/	5.3	/	2.2	-4	0	3	3	1.7	0.1	-0.1
O=C(Nc1ccc(S(=O)(=O)N2CCc3ccccc3C2)cc1)c1ccccc1	-0.6	-0.7	-4.3	-0.5	-2	-2	-4	-1	-1.2	-1.2	-0.2
COc1cc2c(cc1OC)C(C)N(C(=O)c1cc3c(s1)-c1ccccc1OC3)CC2 (stereo not given)	0.7	-5.6	1.2	-0.6	-1	2	-5	0	-1.1	-1.5	-34
CN(C)CCNC(=O)c1[nH]nc2c1CCc1ccccc1-2	-0.1	7.0	0.1	6.1*	6	4	-1	2	0.9	0.4	0.0
CCCNc1c(NS(=O)(=O)c2ccc(Br)cc2)c(=O)oc2ccccc12	1.3	-0.9	1.5	-0.6	-3	1	-6	-4	-0.6	-0.6	-1.0
Cc1ccc(S(=O)(=O)NCCC(=O)Nc2cc(F)ccc2C)cc1C	2.3	-2.6	-0.3	-3.2	-1	2	-8	-3	-0.3	-1.2	-0.2
CC1CC(=O)N(c2ccc(Br)cc2)C(=O)C1	-0.4	-1.0	1.2	-1.7	5	3	11	-7	-0.1	0.2	-0.9
COC(=O)c1c(NC(=O)C2CCCO2)sc2c1CCC2 (stereo not given)	0.8	1.7	-1.0	-2.6	1	-8	2	0	-0.1	-1.4	1.3
CC(C)c1nnc(NC(=O)CSc2nnc(-c3ccco3)o2)s1	0.5	5.6	-0.1	0.2	0	0	2	6	-0.1	-0.9	-0.5
COc1ccccc1C(=O)NCCC(=O)NCC(C)(C)N1CCOCC1	0.4	0.0	-1.4	0.1	3	-1	3	-1	1.2	-1.3	-0.1
COc1cc(/C=C/C(=O)O)cc(S(=O)(=O)Nc2cc(C(F)(F)F)ccc2N2CCOCC2)c1OC	0.4	2.5	1.0	-1.4	-1	-3	2	-3	0.0	-1.1	0.2
COc1ccc(S(=O)(=O)N2CCOCC2)cc1NC(=O)CSc1nnc(C2CC2)n1C1CC1	0.7	-0.2	0.1	-1.8	2	4	0	-1	1.2	-1.4	0.4
CC(=O)Nc1nnc(SCC(=O)NCC2CCCO2)s1 (stereo not given)	0.6	-0.3	-1.1	2.6	4	6	6	-2	-0.1	-0.7	0.1
COc1ccc(CNC(=O)CSc2n[nH]c(C)c2[N+](=O)[O-])cc1	2.6	-0.1	0.0	-1.4	1	-4	-16	1	-0.2	-1.4	0.5
O=C(COc1ccccc1[N+](=O)[O-])Nc1ccc2c(c1)CCC2	1.9	10	1.7	2.0	-4	-5	6	1	4.5*	-0.6	-0.1
Cc1cc(C)cc(N2CC(C(=O)NC3CCCCC3)CC2=O)c1 (stereo not given)	-1.1	-2.4	0.0	-0.9	2	0	9	-4	-0.5	-1.1	-0.5
CSc1nc2nc(C)c(CCC(=O)OCC(=O)Nc3ccc(F)cc3)c(C)n2n1	1.2	-0.7	-1.3	-0.5	-1	-8	-1	-1	1.1	-0.1	0.4
O=C(O)C[C@H]1c2ccccc2S(=O)(=O)N1C1CCCCC1	0.3	4.0	1.9	-0.5	4	-3	2	0	0.5	-0.6	0.0
C[C@@H]1CCC(=O)N(C[C@@H](C)CC#N)CC1	3.1	-1.2	-1.6	-0.3	4	9	7	2	0.7	-0.6	0.0
CC(=O)Nc1ccc(/C=N/Nc2nc3ccccc3s2)cc1	4.8*	24*	8.7*	18*	-11	-13	-21	3	5.6*	3.3*	-1.2
Cc1ccsc1CNC1CCCCC1	0.6	1.1	1.7	-0.7	0	1	-2	-3	-0.3	-0.5	0.1
Cc1cccc(C)c1Nc1nnc(SCC(=O)NCCCN2CCCC2=O)s1	0.5	-0.1	-0.1	-0.1	0	2	-1	0	0.0	-0.2	-0.2
O=C(Nc1ccncc1)Nc1cccc(Cl)c1	-0.7	0.8	0.9	0.0	-3	-5	-13	-2	-2.0	-0.5	0.4
C/C(=C\c1ccc(C(=O)O)cc1)c1ccc2c(c1)C(C)(C)CCC2(C)C	-0.9	-1.2	0.2	-2.7	-6	-11	-5	-9	2.1	-1.1	0.0
Cc1ccc(CSc2nc3ccccc3c(=O)n2C)cc1	1.7	-1.9	0.5	-1.5	-2	-3	9	-2	-0.4	-1.5	-0.1
COc1ccc(OC)c(NC(=O)c2cccc(S(=O)(=O)N(Cc3ccccc3)c3ccccc3OC)c2)c1	-1.0	2.7	1.4	1.9	-3	1	-11	-3	-0.1	0.0	-28
COc1ccc(-c2nc3n(c(=O)c2C#N)CCS3)cc1OC	0.4	1.1	2.0	-1.2	0	4	-3	1	0.5	-1.2	-4.3
CC(C)C(c1nnnn1C1CCCC1)N(C)C1CCCCC1 (stereo not given)	0.9	1.6	3.0	2.0	-1	-2	8	5	0.2	-1.5	0.7
Nc1nc(CN2CCC(Cc3ccccc3)CC2)nc(Nc2ccccc2)n1	-0.8	-3.1	-1.4	1.8	-4	-5	-11	-1	0.1	-0.6	0.7
CSc1ccccc1C(=O)NCc1ccccc1	-0.3	-0.8	1.3	0.2	1	2	2	-1	-0.3	-1.9	0.7
Cc1cccc(NC(=O)CC2CCC2)c1	0.3	3.3	1.5	-0.8	0	-2	1	-2	-0.3	-1.9	0.1
O=C(Nc1ncn[nH]1)c1ccc(S(=O)(=O)N2CCOCC2)cc1	3.9	3.2	2.6	-2.2	-1	1	7	-2	-0.2	-1.4	-0.1
c1ccc(C(c2nnnn2Cc2ccco2)N2CCN(c3nc4ccccc4s3)CC2)cc1 (stereo not given)	-0.9	0.6	-4.1	-1.1	1	3	-4	-1	0.1	-0.8	-0.6
COc1ccc(NC(=O)N(C)C[C@H]2Oc3ccc(NS(=O)(=O)c4cn(C)cn4)cc3C(=O)N([C@H](C)CO)C[C@@H]2C)cc1	0.3	1.3	0.3	-0.1	3	0	3	0	0.1	-0.3	-0.6
COc1ccccc1N(CC(=O)N/N=C/c1ccccc1C(=O)O)S(C)(=O)=O	0.0	-1.1	2.2	-1.1	2	1	11	-5	0.3	-1.1	-0.4
Cc1ccccc1OCCCCCNCCO	1.6	1.8	-1.4	1.0	4	1	-2	-3	-0.1	-1.0	-0.6
C[C@H]1NS(=O)(=O)c2ccc(Br)cc2O[C@H]1c1ccccc1	0.0	0.4	0.0	-2.2	0	-6	1	-3	-0.1	-0.6	0.1
CCOc1ccc(N=C2SCCCN2C(=O)c2c(CC)noc2C)cc1	1.2	2.3	-1.4	-0.3	0	-1	2	-1	0.5	-0.3	0.2
O=[N+]([O-])c1ccc(-n2nnnc2-c2ccccc2)cc1	-0.8	1.5	2.5	3.1	0	2	0	-2	-0.5	-1.6	-0.2
CCC1Nc2ncnc(N3CCN(c4ccccc4)CC3)c2N(Cc2ccc(OC)cc2)C1=O (stereo not given)	-0.7	-1.4	-0.2	-1.1	-5	-2	-1	0	0.3	-1.4	-0.1
Cc1nnc(SCc2cn3ccsc3n2)n(N)c1=O	-0.4	0.9	3.4	0.0	-2	1	0	0	-0.4	-1.4	0.4
CC1(C)OC(=O)C2=C(C[C@@H](C3CC3)O[C@H]2c2ccc(Cl)cc2)O1	/	1.0	/	-0.5	-7	-3	8	3	0.4	-0.2	-0.5
O=C(COc1ccc(Br)cc1Cl)NCCCN1CCOCC1	0.1	-0.9	0.9	1.5	2	5	1	-1	-1.2	-1.0	0.6
COc1cc(C2NC(=O)NC(O)(C(F)(F)F)C2C(=O)c2ccc(Cl)cc2)ccc1O (stereo not given)	-0.6	-0.1	1.4	-0.4	-48	-17	-3	1	1.0	-0.9	-0.6
COC(=O)C1(NC(=O)NC23CC4CC(CC(C4)C2)C3)CCCCC1	3.4	-0.3	1.8	2.1	2	4	3	1	-0.4	-1.3	-0.4
Cc1cc(=O)oc2ccc(OCC(=O)N3CCC(C)CC3)cc12	-0.1	2.2	-1.8	-0.9	1	0	2	0	0.3	-1.2	1.0
COc1ccc(C(=O)OCC(N)=O)cc1[N+](=O)[O-]	1.0	0.4	1.4	-1.3	1	4	-2	11*	-0.5	-1.7	0.3

# Source: PubChem BioAssay (several laboratories)

# Random draw from the library; about 6.7% have a hit in one of these screens.
